Alkaline phosphatase = human TNAP enzyme inhibitors, biochemical, luminescent (AID 518); purified TNAP enzyme, luminescent substrate readout; higher % means a stronger effect; hit rate 0.09% among 64,000; inhibition, % at 20 µM, or IC50 in µM where a hit was titrated; in the data active = a potency from the dose series; inactive = the rest, 99 in 100 with inhibition below about 22%;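 also: plate controls were vehicle for no effect and reference inhibitor for full effect; many of its hits are not listed in these tables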
Spn MK inh = inhibitors of Streptococcus pneumoniae mevalonate kinase; purified MK, PK/LDH-coupled NADH absorbance 340 nm; inhibition, % at 10 µM; hit rate 0.48% among 65,000; AID 555;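 active = ranked among the strongest by inhibition in the single 10 µM screen, a fixed top-ranked set picked for dose follow-up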; also: no value below 0 was filed
Spn DPM-DC inh = S. pneumoniae DPM-DC inhibition | hit rate 0.49% among 65,000 | calls only at 10 µM | AID 556 | purified DPM-DC, PK/LDH coupled NADH fluorescence;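 active = the 320 compounds with the highest percent inhibition in the single-dose primary screen, excluding strongly autofluorescent ones, cut at about 32% in these data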;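 also: kinetic rate of NADH fluorescence loss reporting ADP formed by the decarboxylase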
PMK inhibit = inhibitors of Streptococcus pneumoniae phosphomevalonate kinase | purified PMK, PK/LDH-coupled NADH absorbance 340 nm | inhibition, % at 10 µM | hit rate 0.49% among 65,000 | AID 539;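 active = top-ranked compounds by inhibition in the single 10 µM screen, taking a fixed number of the strongest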;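 also: 0% = full reaction with DMSO carrier and 100% = background rate without enzyme reaction; no value below 0 was filed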
Bfl-1 inhibitors = displacement of Bid BH3 peptide from Bfl-1 – biochemical, fluorescence polarization, FITC-Bid, mouse, primary screen (AID 432) | hit rate 0.02% among 64,000 | one-dose displacement, % at 20 µM; IC50 in µM for titrated hits | FITC-Bid BH3 peptide fluorescence polarization displacement; higher % means a stronger effect; in the data active = a potency from the dose series; inactive = the rest, 99 in 100 with displacement below about 15%; also: strong numbers were not always called active
HT1080 viability = HT1080 cell viability loss – fluorescence readout (AID 620); HT1080 viability, fluorescence; higher % means a stronger effect; one-dose cytotoxicity, % at 10 µM; EC50 in µM for titrated hits; hit rate 0.42% among 87,000;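 also: cells exposed to compound overnight then 4 h with Alamar Blue; 0% = vehicle DMSO and 100% = killing control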
HPDE-C7K KRASV12 = cytotoxicity in KRAS-transformed pancreatic duct cells, primary screen, cell-based, fluorescence, HTS (AID 431) | cytotoxicity, % at 10 µM; hits with a dose series show EC50 in µM | hit rate 1.7% among 63,000 | HPDE-C7K KRASV12 cells, Alamar Blue viability, 48 h; higher % means a stronger effect;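 active = compounds whose percent cytotoxicity in the single-dose primary screen, scaled between solvent and toxic-drug controls, exceeds 50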;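 also: 0% = DMSO solvent wells and 100% = doxorubicin-treated wells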
HPDE-C7 viability = cytotoxicity in HPDE-C7 cells, cell-based, fluorescence, HTS (AID 430). cytotoxicity, % at 10 µM, or EC50 in µM where a hit was titrated. HPDE-C7 pancreatic duct cells viability, fluorescence; higher % means a stronger effect. hit rate 1.8% among 63,000;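 also: cells exposed to compound for 48 hours before viability readout; 0% = vehicle and 100% = reference cytotoxic drug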
LYP inhibition = inhibition of human PTPN22 tyrosine phosphatase – biochemical, DiFMUP fluorescence, recombinant catalytic domain, 10 µM, primary screen (AID 606) | recombinant LYP catalytic domain, DiFMUP fluorescence; higher % means a stronger effect | inhibition, % at 10 µM; hits with a dose series show IC50 in µM | 52,000 tested, under 10 active;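 active = IC50 under 40 µM in the dose-response test; inactive = IC50 of 40 µM or more, or never dose-tested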
PMK inhibit pilot replicates = also measured in PMK inhibit; calls as there; inhibition, %; measured here: pilot screen replicates
Spn MK inh pilot replicates = also measured in Spn MK inh; calls as there; inhibition, %; measured here: pilot screen replicates
Spn DPM-DC inh pilot screen % = recorded beside Spn DPM-DC inh, whose call it bears; inhibition, %; measured here: pilot screen trials
* marks the source's active call; other numbers are inactive results; i = inactive; nt = no result given. Rule as the data show it, unless noted: active = cytotoxicity above about 50%; inactive = the rest. Hits appear at their usual frequency. Share with any hit: about 3.5%.

A first look, 2 compounds:
SMILES	Alkaline phosphatase	Spn MK inh	Spn DPM-DC inh	PMK inhibit	Bfl-1 inhibitors	HT1080 viability	HPDE-C7K KRASV12	HPDE-C7 viability	LYP inhibition	others
O=C(c1ccc(=O)[nH]c1)N(Cc1ccco1)C1(C(=O)NC2CCCCC2)CCCCC1	10%	5	i	10	-7%	-5%	-9%	-28%	nt
COc1ccc(C)cc1NC(=O)CSc1nnc(-c2ccco2)n1Cc1ccco1	0%	4	i	0	-6%	-2%	nt	nt	1%

Main list, from the start:
SMILES	Alkaline phosphatase	Spn MK inh	Spn DPM-DC inh	PMK inhibit	Bfl-1 inhibitors	HT1080 viability	HPDE-C7K KRASV12	HPDE-C7 viability	LYP inhibition	others
O=C(c1ccc(=O)[nH]c1)N(Cc1ccco1)C1(C(=O)NC2CCCCC2)CCCCC1	10%	5	i	10	-7%	-5%	-9%	-28%	nt
COc1ccc(C)cc1NC(=O)CSc1nnc(-c2ccco2)n1Cc1ccco1	0%	4	i	0	-6%	-2%	nt	nt	1%
O=C(Nc1nc(=O)c2ccccc2s1)c1ccccc1	10%	2	i	0	-8%	1%	-3%	5%	-3%
COC(=O)c1cc2oc3ccccc3c2n1CC(=O)Nc1ccccc1OC	10%	9	i	12	-2%	3%	-6%	1%	10%
Cc1cc(NC(=O)c2cnn3c(C(F)(F)F)cc(-c4ccccc4)nc23)no1	14%	3	i	0	-11%	3%	20%	14%	7%
CNC(=O)CSc1nnc(-c2cccc(S(=O)(=O)N3CCOCC3)c2)n1-c1ccc(F)cc1	4%	3	i	24	0%	4%	3%	4%	nt	PMK inhibit pilot replicates=4.0;Spn MK inh pilot replicates=3.0;Spn DPM-DC inh pilot screen %=0.0
O=C(c1ccc(Br)o1)N1CCN(c2ccc(F)cc2)CC1	10%	15	i	11	-2%	6%	-4%	1%	-1%
Cc1occc1-c1nnc(SCC(=O)NC(C)(C)C)n1C(C)c1ccccc1 (stereo not given)	5%	5	i	11	3%	-2%	-11%	5%	8%
CCN(CC)CCNC(=O)c1ccc(N)cc1	9%	8	i	0	-8%	5%	-11%	-14%	17%	PMK inhibit pilot replicates=0.5;Spn DPM-DC inh pilot screen %=2.0
O=C(O)c1ccc2c(c1)C(=O)N(CCC1=CCCCC1)C2=O	2%	0	i	13	1%	18%	-6%	2%	2%
COc1ccc2[nH]c(C)c(CCN3C(=O)C4CC=CCC4C3=O)c2c1 (stereo not given)	0%	0	i	0	-2%	1%	24%	21%	1%
CC(=O)Nc1ccc(S(=O)(=O)c2ccc(N)cc2)cc1	7%	10	i	3	2%	7%	-15%	-11%	-4%
COc1cccc(-c2cc3nc4c(c(N5CCC6(CC5)OCCO6)n3n2)CCCC4)c1	11%	5	i	0	-8%	-7%	17%	-2%	2%	PMK inhibit pilot replicates=2.5;Spn MK inh pilot replicates=2.0;Spn DPM-DC inh pilot screen %=12
COc1cccc(C(=O)COC(=O)C(C)N2C(=O)c3ccccc3C2=O)c1 (stereo not given)	2%	2	i	5	-2%	-2%	-15%	-14%	9%
Cc1noc(C)c1COC(=O)CN(C)S(=O)(=O)c1ccc(Cl)cc1	10%	1	i	1	-2%	3%	-2%	4%	10%

Sorted by molecular weight (rising): 9 of the compounds above.
SMILES	Alkaline phosphatase	Spn MK inh	Spn DPM-DC inh	PMK inhibit	Bfl-1 inhibitors	HT1080 viability	HPDE-C7K KRASV12	HPDE-C7 viability	LYP inhibition	others
CCN(CC)CCNC(=O)c1ccc(N)cc1	9%	8	i	0	-8%	5%	-11%	-14%	17%	PMK inhibit pilot replicates=0.5;Spn DPM-DC inh pilot screen %=2.0
O=C(Nc1nc(=O)c2ccccc2s1)c1ccccc1	10%	2	i	0	-8%	1%	-3%	5%	-3%
CC(=O)Nc1ccc(S(=O)(=O)c2ccc(N)cc2)cc1	7%	10	i	3	2%	7%	-15%	-11%	-4%
COc1ccc2[nH]c(C)c(CCN3C(=O)C4CC=CCC4C3=O)c2c1 (stereo not given)	0%	0	i	0	-2%	1%	24%	21%	1%
O=C(c1ccc(Br)o1)N1CCN(c2ccc(F)cc2)CC1	10%	15	i	11	-2%	6%	-4%	1%	-1%
Cc1noc(C)c1COC(=O)CN(C)S(=O)(=O)c1ccc(Cl)cc1	10%	1	i	1	-2%	3%	-2%	4%	10%
Cc1cc(NC(=O)c2cnn3c(C(F)(F)F)cc(-c4ccccc4)nc23)no1	14%	3	i	0	-11%	3%	20%	14%	7%
COc1ccc(C)cc1NC(=O)CSc1nnc(-c2ccco2)n1Cc1ccco1	0%	4	i	0	-6%	-2%	nt	nt	1%
CNC(=O)CSc1nnc(-c2cccc(S(=O)(=O)N3CCOCC3)c2)n1-c1ccc(F)cc1	4%	3	i	24	0%	4%	3%	4%	nt	PMK inhibit pilot replicates=4.0;Spn MK inh pilot replicates=3.0;Spn DPM-DC inh pilot screen %=0.0

Following part:
SMILES	Alkaline phosphatase	Spn MK inh	Spn DPM-DC inh	PMK inhibit	Bfl-1 inhibitors	HT1080 viability	HPDE-C7K KRASV12	HPDE-C7 viability	LYP inhibition	others
O=C(CSc1nnnn1C1CCCCC1)Nc1cccc(NC(=O)c2ccco2)c1	14%	10	i	0	7%	-5%	3%	-4%	16%
O=C1CC(N2CCN(Cc3ccccc3)CC2)C(=O)N1CCc1ccccc1 (stereo not given)	7%	0	i	0	-10%	-3%	14%	-1%	-2%
CC1(C)Cc2c(sc3nc(SCC#N)n(C4CCCCC4)c(=O)c23)CO1	5%	8	i	0	1%	-13%	-12%	-14%	2%
CCCc1nc(SCC(=O)N2CCCc3ccccc32)c2c(=O)n(C)c(=O)n(C)c2n1	14%	5	i	0	-2%	12%	14%	77%*	10%
O=C(O)CCCCCCC1C(=O)NC(=O)N1CCC(O)C1CCCCC1 (stereo not given)	16%	6	i	3	-7%	-9%	-33%	-2%	16%	PMK inhibit pilot replicates=3.5;Spn MK inh pilot replicates=13;Spn DPM-DC inh pilot screen %=0.0
Cn1c(SCc2c(Cl)cccc2Cl)nnc1-c1cccs1	12%	4	i	0	-4%	14%	-20%	-9%	15%
CNS(=O)(=O)c1ccc(Oc2ccc(S(=O)(=O)NC)cc2)cc1	1%	6	i	8	-2%	-6%	10%	5%	nt
